Granule exo inh: blocks lytic granule exocytosis; TALL-104 LAMP-1 surface exposure, flow cytometry; cells stimulated with thapsigargin and PMA; inhibition, % at 10 µM; hit rate 0.66% among 360,000;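 active means inhibition above about 55%, limit read from the data; inconclusive means no clear call, values can overlap the other calls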
Glyco luc inh: blocks N-linked glycosylation in D54 reporter cells | reporter increase, % at 12.5 µM | hit rate 0.23% among 360,000 | D54 ERlucT glycosylation luciferase reporter, 24 h; percent of 100 nM tunicamycin response;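 active means mean luciferase reporter signal, scaled so untreated is 0 and the glycosylation-blocking control 100, at or above a set limit in every replicate; inconclusive means mean reaches the limit but not every replicate does; inactive means mean below the limit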;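 further: luciferase carries N-glycosylation sites so blocking glycosylation raises the light; 0% = median of neutral control wells and 100% = median of 100 nM tunicamycin wells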
MC4R barr agon: agonists of human melanocortin 4 receptor (MC4R) beta-arrestin; activation, % at 8.9 µM; hit rate 0.98% among 360,000; U2OS MC4R beta-arrestin complementation, luminescence; percent of melanotan II response, DMSO zero; P32245;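 active means activation above a per-plate cutoff, the mean activation of sample wells on that plate plus 3 SD, cut at about 8% in these data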
Target sequence (P32245 whole entry, looked up): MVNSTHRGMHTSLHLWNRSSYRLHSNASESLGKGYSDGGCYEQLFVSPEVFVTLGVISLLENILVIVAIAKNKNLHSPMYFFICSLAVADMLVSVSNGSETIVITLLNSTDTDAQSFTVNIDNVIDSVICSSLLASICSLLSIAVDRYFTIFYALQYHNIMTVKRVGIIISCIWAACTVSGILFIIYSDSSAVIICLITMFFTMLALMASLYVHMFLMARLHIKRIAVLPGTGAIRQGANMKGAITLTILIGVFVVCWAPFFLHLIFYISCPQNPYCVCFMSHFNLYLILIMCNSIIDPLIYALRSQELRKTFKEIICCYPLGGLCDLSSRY
CaV13 ICDI inh: Primary screen for inhibitors of IQ motif and Ca2+-dependent inactivation inhibitor domain binding in CACNA1D, Förster resonance energy transfer in living cells, …. AID 743397. inhibition, % at 12.3 µM. HEK cells, CFP/YFP FRET ICDI-IQ, plate reader, 10 min; percent FRET-ratio fall versus neutral wells. hit rate 0.098% among 340,000;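 active means mean replicate inhibition of at least 30% and at least 1% of replicates passing that level; inconclusive means only one of the two criteria is met; inactive means neither criterion is met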;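 further: 0% = median of the neutral control wells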
m5-HT2A agonist: activates the mouse 5-HT2A serotonin receptor; P35363; CHO-K1 mHTR2A beta-arrestin complementation, luminescence; percent of 30 µM serotonin response; activation, % at 7.6 µM; hit rate 0.66% among 360,000; AID 624169;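 active means activation above a run cutoff, the mean activation of all tested compounds plus 3 SD, cut at about 14% in these data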;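 further: 0% = plate median of compound wells and 100% = 30 µM serotonin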
H9c2 protect: protects H9c2 cardiomyocytes from peroxide injury | hit rate 0.63% among 360,000 | H2O2 injury protection, ATPLite, 2 h | protection from H2O2 cell death, % at 20 µM;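 active means compounds giving at least 50% protection of heart cells from peroxide-induced death in the single-dose screen, raw or plate-pattern-corrected value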;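 further: 0% = DMSO wells with peroxide and 100% = DMSO wells without peroxide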
MC4R antag cAMP: antagonists of human melanocortin 4 receptor (MC4R). inhibition, % at 6.5 µM. hit rate 0.48% among 360,000. MC4R-expressing cells, MTII-stimulated cAMP, LANCE TR-FRET;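 active means inhibition above its plate's cutoff, the mean of tested wells on that plate plus 3 SD, cut at about 29% in these data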;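 further: 0% = Melanotan II alone and 100% = Melanotan II plus saturating MCL0020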
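Test system: U2OS cells stably expressing human melanocortin 4 receptor (MC4R); also added: Melanotan II challenge; compound: 6.5 µM single dose; timing: 30-min compound preincubation, 1-h Melanotan II challenge, 1-h detection, room temperature; signal: Eu-cAMP/anti-cAMP TR-FRET, emission 671 nm; repeats: one well per compound, no replicates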
ABCB6 inh 2: blocks the human ABCB6 transporter; Q9NP58; K562-ABCB6 porphyrin accumulation, flow cytometry, 1 h; hits give low values; fluorescence ratio to DMSO, % at 10 µM; hit rate 0.19% among 360,000; AID 602162;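 active means fluorescence ratio to DMSO below 75%, the collection mean minus 3 SD; inconclusive means too few cells collected in the well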;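 further: signal is porphyrin accumulated inside mitochondria; 100% equals median channel fluorescence of DMSO control wells; lower ratio means ABCB6 inhibition with less porphyrin fluorescence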
ABHD5 PLIN5 PPI: blocks binding of human ABHD5 to perilipin-5. Q00G26+Q8WTS1. Split G. princeps luciferase complementation, luminescence, 4 h. inhibition, % at 4 µM. hit rate 0.78% among 360,000;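 active means inhibition above the mean inhibition across every tested compound plus 3 SD, cut at about 22% in these data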;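 further: 0% = DMSO only wells and the 100% control is not disclosed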
PDI turbidity: blocks human protein disulfide isomerase activity. P07237. PDI insulin aggregation turbidity, A650, 90 min. inhibition, % at 10 µM. hit rate 0.052% among 350,000;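 active means mean inhibition across replicates of 30% or more, whatever share of single replicates reach that level; inconclusive means mean inhibition below 30% while every single replicate reaches 30%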;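 further: absorbance from insulin aggregation driven by PDI reduction with DTT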
Target sequence (P07237 whole entry, looked up): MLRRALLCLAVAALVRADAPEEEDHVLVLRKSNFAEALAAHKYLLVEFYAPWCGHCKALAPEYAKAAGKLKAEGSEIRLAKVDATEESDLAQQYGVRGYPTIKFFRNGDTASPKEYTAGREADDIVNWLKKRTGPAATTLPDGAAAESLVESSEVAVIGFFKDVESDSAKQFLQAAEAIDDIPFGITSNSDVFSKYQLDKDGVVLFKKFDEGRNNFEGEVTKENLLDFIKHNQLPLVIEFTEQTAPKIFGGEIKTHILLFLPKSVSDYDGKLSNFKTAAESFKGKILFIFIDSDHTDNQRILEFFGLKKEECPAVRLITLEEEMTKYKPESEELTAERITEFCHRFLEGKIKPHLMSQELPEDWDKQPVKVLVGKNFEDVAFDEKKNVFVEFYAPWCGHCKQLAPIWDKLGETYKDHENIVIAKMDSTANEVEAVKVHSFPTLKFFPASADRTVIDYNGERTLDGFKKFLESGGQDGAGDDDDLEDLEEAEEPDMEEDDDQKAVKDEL
Starred values were filed as active, the others as inactive; ? = inconclusive; . = no result given.

compound | Granule exo inh | Glyco luc inh | MC4R barr agon | CaV13 ICDI inh | m5-HT2A agonist | H9c2 protect | MC4R antag cAMP | ABCB6 inh 2 | ABHD5 PLIN5 PPI | PDI turbidity
Cc1cc(CNC(=O)Cc2ccccc2)c2ccccc2n1 | 12 | 2 | -0.3 | 14 | 2 | 2 | -2 | 99 | 10 | -4
O=C(CSc1nnc(CNC(=O)c2c(F)cccc2Cl)o1)NC1CCCC1 | -7 | 1 | -1.4 | -3 | 2 | -1 | 3 | 108 | -1 | 17
Cc1nonc1OCCn1nnnc1N | 1 | 0 | -2.7 | -11 | 2 | -2 | 2 | 87 | 4 | 1
CC(C)(C)c1ccc(C(=O)NCC2CCCN2S(=O)(=O)c2ccccc2)cc1 (centres undefined) | 41 | -6 | -2.9 | -6 | 0 | -2 | 5 | 98 | 5 | 0
CCNC(=S)NNC(=O)c1ccccc1OC(F)F | -1 | -1 | -1.6 | -5 | 1 | 3 | 14 | 104 | 6 | -2
Cc1sc2nc3c(SC(C)C(=O)O)cc(C(=O)c4ccccc4O)cn3c(=O)c2c1C (centres undefined) | 0 | -1 | -1.1 | -16 | -2 | 10 | 17 | 96 | 2 | 12
O=C(O)c1c(-c2ccccc2)nnc2ccccc12 | 2 | 1 | -1.1 | -3 | 4 | 4 | 2 | 98 | -5 | -4
O=C(Nc1c(-c2ccccc2)[nH][nH]c1=O)c1cnccn1 | -14 | . | . | -3 | -3 | . | . | . | -35 | .
Cc1cc(C)n(-c2nnc(N3CCN(c4ccc(F)cc4)CC3)nn2)n1 | 0 | 0 | -2.0 | -6 | 2 | -7 | -10 | 100 | 3 | -4
CCOc1ccccc1C(=O)N(Cc1ccco1)C1CCS(=O)(=O)C1 (centres undefined) | 0 | 0 | -0.4 | -4 | 0 | -3 | 11 | 98 | 4 | 5
COc1c(C)cc(Br)cc1C(=O)Nc1ccccc1N1CCN(C(=O)c2ccccc2)CC1 | -1 | 0 | -1.5 | 2 | 1 | -6 | -1 | 100 | -1 | 0
Cc1cccc2cc3c(NC(=O)CC(C)C)nn(C)c3nc12 | -2 | 4 | -1.2 | . | 1 | 0 | 0 | 95 | -5 | -12
CC(=O)NS(=O)(=O)c1ccc(NC(=O)[C@@H]2CCCN2S(=O)(=O)c2ccc(Cl)cc2)cc1 | 2 | 2 | 0.6 | -3 | 10 | 3 | 2 | 100 | -12 | 6
O=C(CN(CCO)c1ccccc1)Nc1cccc(S(=O)(=O)N2CCCC2)c1 | 2 | -1 | -0.2 | 5 | -8 | -2 | -2 | 90 | -5 | -2
CCN(C(=O)C(C)OC(=O)c1nn(-c2ccccc2C(F)(F)F)cc1O)c1ccccc1 (centres undefined) | -2 | -2 | -3.7 | -2 | 0 | 9 | 3 | 98 | -5 | 17
O=C(c1ccccc1)N1CCN(C(=O)c2cc3ccccc3o2)CC1 | -1 | -4 | -0.9 | . | -1 | 5 | 5 | 102 | 2 | -13
COc1ccc(N(CC(=O)NN=C2CCCC2)S(=O)(=O)c2ccccc2)cc1Cl | -4 | 0 | -0.1 | -3 | 0 | 1 | 23 | 116 | 0 | 1
Cc1csc(SCC(=O)N(C)C2CCS(=O)(=O)C2)n1 (centres undefined) | -4 | 0 | -1.6 | -6 | 3 | 3 | 1 | 97 | 0 | -4
COc1cc(/C=C2/NC(=O)NC2=O)ccc1OCC(=O)Nc1ccc(F)cc1 | 3 | -1 | -0.8 | -10 | 3 | 8 | -1 | 99 | -6 | 2
CCOC(=O)CSc1ncnc2c1c(-c1ccccc1)cn2-c1ccc(OC)cc1 | -1 | 3 | -2.3 | -14 | 0 | -4 | 23 | 103 | -4 | 17
CC(=O)c1ccc(NC(=S)N2CCN(S(=O)(=O)c3ccc(F)cc3)CC2)cc1 | -1 | 1 | -0.7 | -4 | -2 | -2 | -2 | 97 | 0 | 0
Cc1cc(C)nc(N/N=C/c2ccc(Cl)cc2)n1 | -12 | 2 | -0.9 | -4 | 1 | 5 | 7 | 96 | -3 | -1
O=[N+]([O-])c1ccc2nc(N3CCCC3)sc2c1 | 8 | -1 | 0.3 | -27 | 0 | -12 | 10 | 96 | 1 | -7
CCCCN(C(=O)c1cc(S(=O)(=O)N2CCOCC2)ccc1Cl)c1c(N)n(CC(C)C)c(=O)[nH]c1=O | 8 | 2 | -2.2 | -7 | -1 | 2 | 19 | 98 | 11 | 5
Cc1cc(C)n2nc(C(=O)OCC(=O)NCc3ccc(Cl)cc3)nc2n1 | -1 | 1 | -0.5 | -5 | -2 | 9 | -3 | 94 | 7 | 13
Fc1ccc(CNCc2ccccc2C(F)(F)F)cc1 | -1 | 2 | 0.1 | -4 | 3 | -2 | 6 | 101 | 3 | 3
Cc1ccc(C(C[N+](=O)[O-])c2c(N)n(C)c(=O)n(C)c2=O)cc1 (centres undefined) | -4 | 5 | 1.6 | -2 | 1 | 4 | 6 | 93 | 32* | 4
CC(=O)c1ccc(NC(=S)NN2C(C)CCCC2C)cc1 (centres undefined) | 2 | -1 | -2.4 | -6 | 5 | 0 | 9 | 97 | 4 | 6
CN(C)/C=C1\C=C(c2ccccc2)OC1=O | -1 | 2 | -0.4 | -5 | 2 | 11 | -11 | 96 | 6 | 7
CCNC(=O)COC(=O)COc1ccc(Cl)cc1C | 0 | -1 | -2.6 | . | 5 | 1 | 6 | 100 | -1 | 3

Later entries
compound | Granule exo inh | Glyco luc inh | MC4R barr agon | CaV13 ICDI inh | m5-HT2A agonist | H9c2 protect | MC4R antag cAMP | ABCB6 inh 2 | ABHD5 PLIN5 PPI | PDI turbidity
CCCn1c(C)cc(/C=C(\C#N)C(=O)OCC(=O)NC(=O)NCC)c1C | -3 | -2 | -2.4 | -1 | 4 | -7 | -6 | 107 | -7 | -4
CCN(CC)CCNC(C(=O)Nc1cccc(C(C)=O)c1)c1ccccc1 (centres undefined) | -1 | 3 | -0.1 | 0 | -1 | -2 | -1 | 100 | 1 | -26
CC(=O)c1ccc(NC(=O)CN2CCCCCC2)cc1 | -8 | 2 | 1.3 | -18 | -7 | -2 | 16 | 109 | 6 | -5
CCOC(=O)C(=O)Nc1ccccc1C#N | -2 | 3 | 1.2 | -7 | 3 | 1 | 4 | 100 | 2 | 9
CC(C)C(=O)n1nc(-c2cccnc2)nc1NCc1ccc(F)cc1 | 2 | 5 | -0.4 | -17 | 2 | 4 | 4 | 99 | -1 | 11
CC(/C=C/c1ccccc1)=N\NC(=O)c1ccncc1 | 2 | 2 | -2.0 | -8 | -6 | 4 | -9 | 93 | -5 | 8
CCN(CC(=O)NCc1ccc(Cl)cc1)C(=O)COc1cccc(Cl)c1 | -15 | -1 | -1.4 | -2 | -5 | -2 | 16 | 101 | 0 | 3
O=C(NCc1ccco1)c1csc2c1CCCC2 | -8 | 1 | 0.0 | 10 | -2 | 0 | 10 | 99 | -11 | -4
CCc1ccc(C2CC(c3ccc(C)cc3)Nc3nc(N)nn32)cc1 (centres undefined) | 0 | 0 | 6.7 | -3 | 4 | -8 | 0 | 100 | -4 | .
COc1cc(C(=S)N2CCCC2)cc(Cl)c1OCC(=O)Nc1ccc(C)cc1C | -2 | -3 | -2.2 | -3 | -2 | -8 | 4 | 100 | -9 | -4
O=C(Cc1ccccc1)NCC(=O)OCC(=O)c1ccc(Cl)cc1 | 1 | 2 | -4.5 | -6 | -3 | 9 | 9 | 101 | 1 | 3
COc1cccc(NC(=O)N2CCCC(C(=O)NC3CCCCC3C)C2)c1 (centres undefined) | -11 | 1 | -3.2 | -4 | 1 | -7 | 8 | 100 | -4 | 3
CCN(C(=O)CCCC(=O)N(CC)c1ccccc1)c1ccccc1 | 0 | 2 | -1.4 | -18 | 2 | 4 | 9 | 80 | -1 | 6
O=C(c1cccs1)N1CCC2(O)CCCCC2C1c1ccc(F)cc1 (centres undefined) | -2 | -1 | -2.8 | -4 | -2 | 2 | 2 | 102 | -4 | 4
CSc1nnc(Cn2c(=O)sc3ccccc32)n1-c1cccc(Cl)c1 | -2 | -1 | -1.0 | -7 | 1 | 1 | 4 | 91 | 6 | 6
CCOC(=O)c1sc(NC(=S)NC(=O)c2ccccc2Cl)c(C(=O)OCC)c1C | 19 | 0 | 0.3 | . | -5 | -8 | -1 | 101 | -2 | 5
CC(=O)OCC(=O)NCc1ccc2c(c1)OCO2 | 16 | 1 | 1.6 | -4 | 1 | 23 | 0 | 96 | -4 | ?
O=C(NC(=O)c1cc([N+](=O)[O-])ccc1Cl)C1=C(N2CCCC2)COC1=O | -4 | 2 | -1.0 | -11 | -1 | 1 | 7 | 95 | 7 | -4
O=C(O)c1ccc(CNC(=O)c2ccc(Br)o2)cc1 | -3 | 4 | -2.2 | -7 | -1 | 3 | -1 | 100 | 2 | 0
CSc1ccc(S(=O)(=O)NCC(=O)OC2CCOC2=O)cc1[N+](=O)[O-] (centres undefined) | 10 | 0 | -1.6 | -5 | -1 | 36 | 9 | 95 | 6 | -5
Fc1ccc(NC(=S)NCc2cccnc2)cc1 | 0 | 1 | -1.3 | -6 | -3 | 0 | 8 | 92 | -6 | 0
CC(C)(C)c1ccc(C(=O)Nc2ccc3c(c2)C(=O)NC3=O)cc1 | -7 | 2 | -1.4 | -7 | 16* | -7 | 8 | 101 | 7 | -9
COc1ccc(NC2=NC(=S)N(c3ccc(C)cc3)C23CCCCC3)cc1 | -3 | -1 | -0.7 | -4 | 1 | -2 | 3 | 96 | 2 | -12
Oc1ccc2ccccc2c1CNc1ccc(Br)cn1 | 5 | -2 | 0.7 | -4 | -12 | -9 | -4 | 96 | -1 | -1
COC(=O)c1cc(=O)n(Cc2ccc(OC)cc2)c(=NCc2ccc(OC)cc2)s1 | 2 | -1 | -3.5 | 4 | 4 | -5 | 12 | 97 | 2 | 0
CC(=O)Nc1ccc(C(=O)NN2C(=O)c3ccccc3C2=O)cc1 | -3 | 2 | -1.2 | 8 | 0 | -3 | 8 | 97 | 1 | 1
O=C(CSc1nnnn1C1CCCCC1)N1CCN(C(=O)c2ccco2)CC1 | 6 | 1 | -0.8 | -6 | -6 | -2 | 9 | 99 | 0 | -2
CC[n+]1c(/C=C/c2ccc(OC(C)=O)c(OC)c2)ccc2ccccc21 | 2 | -7 | 0.3 | -20 | -2 | -4 | -19 | 124 | -4 | -5

Screening results: PubChem BioAssay, several laboratories
